UTI89 phage lysis – protection from phage-mediated lysis, alamar blue read-out – E. coli UTI89, K1F phage, bacterial capsule biogenesis inhibitors (AID 488966). inhibition, % at 100 µM, or IC50 in µM where a hit was titrated. hit rate 0.02% among 340,000. E. coli UTI89 K1F phage lysis, alamar blue, 2 h; higher % means a stronger effect;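 active = phage lysis inhibition, versus mean bacterial control, above a set limit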;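 note: capsule biogenesis inhibitors block K1F phage lysis so surviving cells raise fluorescence; higher fluorescence means more inhibition of phage lysis; actives were called in the ten point dose series up to 300 µM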
NS5 inhibitors – flavivirus cap methylation enzyme inhibition – biochemical, confirmation dose response, primary screen (AID 588689); Dengue-2 NS5 methyltransferase capping enzyme assay, biochemical; higher % means a stronger effect; one-dose inhibition, % at 25 µM; IC50 in µM for titrated hits; hit rate 0.3% among 340,000; in the data active = a potency from the dose series
Salmonella PhoP GFP – PhoP-dependent GFP reporter repression – Salmonella Typhimurium, primary screen (AID 1863). hit rate 0.16% among 300,000. inhibition, % at 50 µM; hits with a dose series show IC50 in µM. S. Typhimurium PhoP-regulated promoter GFP reporter, 4 h; higher % means a stronger effect;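 active = inhibition over 29.93%, a cutoff 3 SD above the screen mean, later confirmed by dose response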;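 note: 0% = low Mg2+ inducing control and 100% = high Mg2+ repressing control; strong numbers were not always called active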
GPR55 antagonists – inhibition of LPI-stimulated GPR55 beta-arrestin translocation – imaging, U2OS, beta-arrestin-GFP, LPI agonist, primary screen (AID 2013); hit rate 0.13% among 290,000; U2OS GPR55 beta-arrestin-GFP translocation imaging, LPI antagonism; higher % means a stronger effect; inhibition, % at 10 µM, or IC50 in µM where a hit was titrated;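 active = spots per cell inhibited over 60%, with over 100 cells counted and total cytoplasm intensity under 500,000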;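 note: U2OS cells stably carrying GPR55 and arrestin-GFP stimulated by 5 µM LPI near EC80; imaged beta-arrestin-GFP aggregate spots per cell after agonist stimulation; plate controls were LPI-stimulated DMSO wells for no effect and DMSO wells without LPI for full effect; some results filed as inactive read as strong as hits; confirmed hits need IC50 under 10 µM and bright autofluorescent wells are also inconclusive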
Rac1 GTP hydrolysis – MgcRacGAP GTPase-activating activity inhibitors, confirmation, biochemical, ADP Hunter fluorescence | hit rate 0.6% among 340,000 | MgcRacGAP-stimulated Rac1 GTP hydrolysis, ADP Hunter fluorescence; higher % means a stronger effect; GST-tagged Rac1 F28L mutant substrate | inhibition, % at 30 µM; hits with a dose series show IC50 in µM;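 active = first-screen hits whose inhibition reached a set limit at any dose in the follow-up dose series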;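 note: fluorescence reports GDP produced by GAP-driven GTP hydrolysis; strong numbers were not always called active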
RSV antiviral HEp-2 – inhibition of RSV-induced cytopathic effect – HEp-2 cells, primary 10 µM value included (AID 2391); hit rate 0.13% among 310,000; HEp-2 cells, RSV-induced CPE inhibition; higher % means a stronger effect; CPE inhibition, % at 10 µM, or IC50 in µM where a hit was titrated; in the data active = a potency from the dose series; note: strong numbers were not always called active
GPR35 arrestin U2OS – inhibition of zaprinast-stimulated GPR35 beta-arrestin translocation – imaging, U2OS, beta-arrestin-GFP, zaprinast agonist, primary screen (AID 2058). U2OS GPR35 beta-arrestin-GFP translocation imaging, zaprinast antagonism; higher % means a stronger effect. hit rate 0.052% among 290,000. one-dose inhibition, % at 10 µM; IC50 in µM for titrated hits;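 active = inhibition of at least 50% with at least 30 cells and total cytoplasm GFP at most 10,000,000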
HIV peptide binding – cell-free HIV fusion peptide-binding blockers – biochemical, uHTS, fluorescence dequenching, primary screen (AID 1986); cell-free peptide binding, fluorescence dequenching, 30 min; higher % means a stronger effect; inhibition, % at 20 µM, or IC50 in µM where a hit was titrated; hit rate 0.3% among 290,000; in the data active = inhibition mostly above about 52%, no sharp cut-off; inactive = mostly below about 76%; note: some results filed as inactive read as strong as hits
SV40 large T antigen – SV40 large T antigen inhibitors, biochemical (AID 1903) | SV40 large T antigen ATPase/helicase inhibition assay; higher % means a stronger effect | inhibition, % at 20 µM, or IC50 in µM where a hit was titrated | hit rate 0.39% among 310,000; in the data active = a potency from the dose series; note: strong numbers were not always called active
NS5 inhibitors pilot replicate – second read-out of NS5 inhibitors, no call of its own (marks repeat the call); inhibition, %; measured here: pilot screen replicate inhibition
* marks the source's active call; other numbers are inactive results; nt = no result given; [ ] = another dose, or the depositor's remark. The order is random. About 1.5% of those tested had a hit in this group.

SMILES | UTI89 phage lysis | NS5 inhibitors | Salmonella PhoP GFP | GPR55 antagonists | Rac1 GTP hydrolysis | RSV antiviral HEp-2 | GPR35 arrestin U2OS | HIV peptide binding | SV40 large T antigen | others
O=C(Nc1ccccc1)N1CCc2scc[n+]2-c2ccccc21 | 1.3%[50 µM] | 7% | 22% | 18% | 17% | 0.5% | 0% | 7.1% | 28%
CCOCCCN(C(=O)CNC(=O)c1ccco1)C(C(=O)NC1CCCC1)c1cccc(OC)c1 (centres undefined) | 0.1% | -8% | 0% | 4% | 4% | 1.0% | 4% | 2.4% | 3%
CCOC(=O)NC(=O)c1cn(CCNCCO)c(=O)[nH]c1=O | -0.1% | 0% | 5% | 14% | 12% | 3.3% | -1% | -1.3% | 8%
COc1ccccc1N1C(=O)C2CC=CC(C)C2C1=O (centres undefined) | 0.1% | 1% | 20% | -14% | 9% | 0.8% | -4% | -2.1% | 6%
CCC1(CC)C(=O)C(C)(C)C(=O)OC1c1cccs1 (centres undefined) | 1.0% | -3% | -3% | -2% | 6% | 0.5% | -7% | -0.9% | 0%
c1nc(NCC2(N3CCOCC3)CCCCC2)c2ccsc2n1 | 0.1% | -6% | -1% | 3% | 7% | 4.7% | -5% | -1.9% | 3%
Cc1ccccc1N1C(=O)CC(Nc2ccc3c(c2)OCO3)C1=O (centres undefined) | 0.2% | 5% | 5% | 0% | 14% | 0.3% | 1% | -1.3% | 24%
O=C(c1ccc([N+](=O)[O-])cc1)N(Cc1ccc(Br)cc1)N1C(=O)CCCC1=O | 0.6% | -4% | -12% | 15% | 0% | 0.5% | 16% | 2.9% | -1%
Cc1csc(NC(=O)CS(=O)(=O)c2ccccc2)n1 | 0.5% | 1% | 4% | 2% | -5% | 1.9% | -6% | -0.5% | 8%
CC(CN1CCN(C)CC1)OC(=O)c1cccc(Cl)c1 (centres undefined) | 0.1% | -4% | 6% | -8% | 9% | 3.3% | -14% | 0.6% | 25%
O=c1c2ccccc2nnn1CSc1nnc(C2COc3ccccc3O2)n1-c1ccccc1 (centres undefined) | 0.5% | 2% | -4% | -17% | 6% | 9.7% | 8% | 2.2% | 2%
CCCc1cc(=O)oc2cc3occ(C)c3cc12 | 0.1% | -5% | -3% | -8% | 4% | 5.9% | 9% | 8.3% | 16%
c1cnc(N2CCSCC2)nc1 | 0.1% | -4% | 0% | 10% | -3% | 1.6% | 3% | 1.4% | 4%
CCC(C)N1CCN(S(=O)(=O)Cc2ccccc2)CC1 (centres undefined) | 0.1% | 2% | 6% | -6% | -4% | 0.9% | -1% | 0.6% | 8%
Cn1c(C(C(=O)NCC2CCCO2)N(CCc2ccccc2)C(=O)Cn2nnc3ccccc32)nc2ccccc21 (centres undefined) | -1.6% | -6% | 3% | 8% | 4% | 3.8% | -11% | -0.4% | -1%
COc1cccc(/C=C2\SC(=S)N(CCCC(=O)Nc3ccc(C(=O)O)cc3)C2=O)c1 | 0.6%[50 µM] | 8% | -8% | 0% | 9% | -0.2% | <0.5µM* | 24% | 36%
Cc1ccc(NC(=O)CC2OC(=O)c3ccccc32)cc1S(=O)(=O)N1CCOCC1 (centres undefined) | 0.2%[50 µM] | 4% | nt | nt | 1% | 1.4% | nt | nt | nt
Cc1csc(NC(=O)c2ccccc2C(=O)O)n1 | 0.7% | -1% | 3% | 4% | 7% | -0.8% | 3% | 3.0% | 6% | NS5 inhibitors pilot replicate=-0.6
CCCC(C)NC(=O)CSc1nc2ccc(C)cc2[nH]1 (centres undefined) | -0.6% | -17% | -1% | 7% | 6% | 7.2% | -3% | 0.1% | 6%
CCCC(=O)Oc1ccc2c(C)cc(=O)oc2c1 | 3.2% | -5% | 11% | 14% | 10% | 2.7% | -10% | 1.4% | 19%
O=C(CC1Sc2ncnn2C1=O)Nc1ccc(Cl)cc1 (centres undefined) | nt | nt | 14% | -7% | nt | -0.3% | 11% | 2.6% | 17%
Cn1c(=O)c2[nH]c(CNc3ccc(C(=O)O)cc3)nc2n(C)c1=O | -0.3% | -4% | 0% | 8% | nt | -0.4% | -5% | -0.3% | 2%
COc1ccc(-n2nnc3c(=O)n(CC(=O)Nc4ccc5c(c4)OCCO5)cnc32)cc1OC | 0.0% | -8% | 0% | 8% | 9% | 1.1% | -4% | 2.1% | 20%
CN1CCN(C(=O)CCN2C(=O)/C(=C/c3ccccc3Cl)SC2=S)CC1 | 1.2% | nt | nt | 0% | 10% | 0.7% | -1% | -1.3% | nt
O=C(Cc1ccccc1)NCC1OCCc2ccccc21 (centres undefined) | -0.1% | -9% | 3% | 2% | 4% | -0.9% | 18% | -0.7% | -14%
CN(C)c1nc(C(=O)O)nc(N2CCOCC2)n1 | 1.4% | 2% | -8% | 10% | 7% | 0.0% | 1% | -1.0% | 6%
CCCc1nn2c(=O)c(C(c3ccc(C)cc3)c3c(O)nc4sc(CCC)nn4c3=O)c(O)nc2s1 | 0.3% | -15% | 0% | 8% | 8% | 1.1% | 14% | 0.6% | 3%
CSc1ccccc1NC(=O)CSc1nnc(Cc2ccccc2)o1 | -0.9% | -1% | 5% | 16% | 6% | 1.6% | 5% | 0.8% | 7%
Cc1cc(/C=C2\SC(=O)NC2=O)c(C)n1-c1ccc(N(C)C)cc1 | 0.3% | -3% | -4% | 1% | 12% | 0.8% | 1% | -0.4% | 3% | NS5 inhibitors pilot replicate=-3.7
Cc1ccc(N2CC(C(=O)OCc3ccccc3F)CC2=O)cc1 (centres undefined) | 0.4% | -5% | 1% | 18% | 6% | 1.3% | -7% | -2.6% | 3%
CCN(CC)C(=O)CSc1nc2cc3c(cc2c(=O)n1Cc1ccco1)OCO3 | -0.1% | 0% | 4% | 4% | 7% | -0.9% | -13% | 5.6% | 5%
CCCCOc1ccc(/C(O)=C2/C(=O)C(=O)N(Cc3cccnc3)C2c2ccncc2)c(C)c1 (centres undefined) | 1.2%[50 µM] | -4% | 5% | 0% | 6% | 0.8% | 16% | 3.0% | 13%
COc1ccc(OC)c(N/C(=N/C(=S)Nc2ccccc2)Nc2nc(C)cc(C)n2)c1 | nt | nt | -11% | 5% | nt | 3.3% | -5% | -1.1% | 3%
Cc1csc2nc(O)c(C(=O)NC3CCCCCC3)c(=O)n12 | -0.6%[50 µM] | -2% | 11% | nt | 6% | 5.5% | nt | nt | 8%
O=C(COc1ccc(Cl)cc1[N+](=O)[O-])N1CCCCC1 | 0.1% | 12% | 6% | 6% | -12% | 0.6% | 12% | -1.2% | 2%
CC(NC(=O)C1CCC(=O)N1Cc1ccccc1Cl)c1ccccc1 (centres undefined) | 1.4% | -4% | 1% | 6% | 9% | 1.4% | 3% | -0.5% | 11%
Cc1ccc(S(=O)(=O)NCCC(=O)Nc2cccc(S(N)(=O)=O)c2)cc1C | -0.6% | 1% | 9% | 7% | 1% | 1.0% | 11% | -1.3% | 2%
Cc1occc1C(=O)N/N=C/c1cccnc1 | 1.8% | -3% | 4% | 24% | 6% | 1.1% | 11% | -1.0% | 6%
CS(=O)(=O)Cc1ccc(C(=O)N2CCCC2c2cccs2)cc1 (centres undefined) | -0.2% | 0% | -2% | -4% | -2% | 1.2% | -4% | 1.3% | 11%
CCOC(=O)CSc1cc(CS(=O)c2ccc(Cl)cc2)nc(-c2ccccc2)n1 (centres undefined) | 0.3% | 1% | -4% | 0% | 5% | 2.5% | 0% | 0.9% | 9%
Cc1c(NC(=S)NC(=O)Cc2ccccc2)cccc1C(=O)O | 0.4% | -1% | -9% | 18% | 0% | 6.2% | 8% | -1.0% | 6%
O=C(COc1ccc(Cl)cc1[N+](=O)[O-])N1CCCCCC1 | 1.6% | 6% | -8% | 5% | -9% | 0.8% | -4% | -1.5% | 1%
CCSc1nnc(NC(=O)c2ccc3c(c2)OCO3)s1 | -0.8% | -3% | -2% | 3% | 4% | -0.3% | -12% | -1.4% | -3%
COc1cccc(/C(O)=C2/C(=O)C(=O)N(CCCN3CCOCC3)C2c2ccncc2)c1 (centres undefined) | 0.7% | -3% | 25% | 30% | 5% | -0.9% | 13% | 1.0% | 13%
COC(=O)c1ccc(-n2nc(C(F)(F)F)c3c2-c2ccoc2CC3)cc1 | -0.3% | -6% | 2% | 5% | 5% | 1.1% | -8% | 19% | 14%
Cc1cccc(NC(=O)CSc2cccc3cccnc23)c1 | -0.1% | nt | 0% | -2% | 3% | 6.2% | -6% | -0.2% | 4%
O=C(NN=C1C2CC3CC(C2)CC1C3)c1ccccc1O | -0.1% | -4% | -1% | 12% | 4% | 0.6% | -1% | -2.9% | 13%
Cc1noc(C)c1COC(=O)C(c1ccccc1)c1ccccc1 | -0.1% | -5% | 4% | 2% | 4% | -0.3% | -5% | -0.3% | 2%
CC(C)CNC(=O)c1cccc(NC(=O)CSc2ccccc2)c1 | 2.1%[50 µM] | -2% | 3% | -5% | 11% | 5.0% | 13% | -2.3% | 4%

8 entries from above, sorted by molecular weight, low to high.
SMILES | UTI89 phage lysis | NS5 inhibitors | Salmonella PhoP GFP | GPR55 antagonists | Rac1 GTP hydrolysis | RSV antiviral HEp-2 | GPR35 arrestin U2OS | HIV peptide binding | SV40 large T antigen | others
CCSc1nnc(NC(=O)c2ccc3c(c2)OCO3)s1 | -0.8% | -3% | -2% | 3% | 4% | -0.3% | -12% | -1.4% | -3%
O=C(COc1ccc(Cl)cc1[N+](=O)[O-])N1CCCCCC1 | 1.6% | 6% | -8% | 5% | -9% | 0.8% | -4% | -1.5% | 1%
O=C(Nc1ccccc1)N1CCc2scc[n+]2-c2ccccc21 | 1.3%[50 µM] | 7% | 22% | 18% | 17% | 0.5% | 0% | 7.1% | 28%
Cc1c(NC(=S)NC(=O)Cc2ccccc2)cccc1C(=O)O | 0.4% | -1% | -9% | 18% | 0% | 6.2% | 8% | -1.0% | 6%
CS(=O)(=O)Cc1ccc(C(=O)N2CCCC2c2cccs2)cc1 (centres undefined) | -0.2% | 0% | -2% | -4% | -2% | 1.2% | -4% | 1.3% | 11%
Cc1ccc(S(=O)(=O)NCCC(=O)Nc2cccc(S(N)(=O)=O)c2)cc1C | -0.6% | 1% | 9% | 7% | 1% | 1.0% | 11% | -1.3% | 2%
CCOC(=O)CSc1cc(CS(=O)c2ccc(Cl)cc2)nc(-c2ccccc2)n1 (centres undefined) | 0.3% | 1% | -4% | 0% | 5% | 2.5% | 0% | 0.9% | 9%
CCCc1nn2c(=O)c(C(c3ccc(C)cc3)c3c(O)nc4sc(CCC)nn4c3=O)c(O)nc2s1 | 0.3% | -15% | 0% | 8% | 8% | 1.1% | 14% | 0.6% | 3%

Source: PubChem BioAssay
